# Screening results deposited in PubChem BioAssay by several laboratories.
# Siah-1 displacement – blockers of Siah-1 interaction with plectin peptide – biochemical, fluorescence polarization, rhodamine-plectin, uHTS, primary screen (AID 1817); Siah-1 / rhodamine-plectin peptide fluorescence polarization; higher % means a stronger effect; one-dose displacement, % at 20 µM; IC50 in µM for titrated hits; 290,000 compounds, 0.02% hits;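 active means displacement of at least 50% at 20 µM, with a fluorescence ratio check between 0.3 and a set limit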;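 further: plate controls were Siah plus tracer with DMSO for no effect and tracer alone without Siah for full effect; strong numbers were not always called active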
# Myeloid diff 2 – myeloid differentiation induction; ER-HoxA9 myeloid progenitors, lysozyme-GFP differentiation, flow cytometry; calls only at 10 µM; 360,000 compounds, 1% hits; AID 624256;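 active means normalized GFP-positive differentiation at or above the plate's own cutoff, the solvent-only control mean plus 3 SD; inconclusive means no clear call, values can overlap the other calls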;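 further: cells exposed to compound for four days before flow analysis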
# Salmonella PhoP GFP – PhoP-dependent GFP reporter repression – Salmonella Typhimurium, primary screen (AID 1863); S. Typhimurium PhoP-regulated promoter GFP reporter, 4 h; higher % means a stronger effect; inhibition, % at 50 µM; hits with a dose series show IC50 in µM; 300,000 compounds, 0.16% hits;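 active means inhibition over 29.93%, a cutoff 3 SD above the screen mean, later confirmed by dose response; inconclusive means inhibition over 29.93% but no dose response follow-up; inactive means inhibition at most 29.93% or unconfirmed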;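 further: 0% = low Mg2+ inducing control and 100% = high Mg2+ repressing control; strong numbers were not always called active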
# human PMI inhibition – MPI enzyme activity inhibition – biochemical, fluorescence intensity, coupled assay, primary screen (AID 1209). purified PMI enzyme, coupled fluorescence intensity; higher % means a stronger effect. inhibition, % at 20 µM; hits with a dose series show IC50 in µM. 190,000 compounds, 0.42% hits;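 further: plate controls were DMSO vehicle for no effect and wells lacking substrate for full effect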
# WT yeast gro inh – growth inhibition of WT yeast, mitochondrial fusion screen. 190,000 compounds, 2.1% hits. inhibition, % at 10 µM. mitochondrial fusion phenotypic screen, WT strain; in the data active means inhibition above about 58%; tested in S. cerevisiae
# RSV antiviral HEp-2 – inhibition of RSV-induced cytopathic effect – HEp-2 cells, primary 10 µM value included (AID 2391); HEp-2 cells, RSV-induced CPE inhibition; higher % means a stronger effect; 310,000 compounds, 0.13% hits; CPE inhibition, % at 10 µM; hits with a dose series show IC50 in µM; in the data active means a potency from the dose series; inconclusive means CPE inhibition mostly from about 23% at the one dose, without a potency; inactive means the rest, 99 in 100 with CPE inhibition below about 21%; further: strong numbers were not always called active
# TNAP activators – human TNAP enzyme activators, primary screen, biochemical, luminescent, no phosphate acceptor, uHTS (AID 1001); purified TNAP, luminescent activation assay, no phosphate acceptor; higher activation fold means a stronger effect; activation fold at 20 µM; hits with a dose series show EC50 in µM; 200,000 compounds, 0.03% hits; in the data active means activation fold from about 3, or a potency from the dose series; inactive means the rest, 99 in 100 with activation fold below about 1.6; further: many of its hits are not listed in these tables
# human PMI inhibitors – MPI inhibition at elevated mannose 6-phosphate – biochemical, fluorescence intensity, high mannose 6-phosphate, primary screen (AID 1220) | recombinant PMI enzyme, coupled fluorescence intensity; higher % means a stronger effect | one-dose inhibition, % at 20 µM; IC50 in µM for titrated hits | 190,000 compounds, 0.66% hits
# XIAP antagonists – small molecules displacing peptide from XIAP – biochemical, IAP family, fluorescence polarization (AID 1018). XIAP BIR domain, fluorescence polarization peptide displacement; higher % means a stronger effect. one-dose displacement, % at 20 µM; IC50 in µM for titrated hits. 200,000 compounds, 0.007% hits; in the data active means displacement above about 50%; further: a part of the inactive calls stands beside numbers as strong as those of hits
# WT yeast gro inh mutant strain – recorded beside WT yeast gro inh, whose call it bears; inhibition, %; mitochondrial fusion phenotypic screen, mutant strain inhibition
# Myeloid diff 2 GFP+ MAC1+ % – also measured in Myeloid diff 2; calls as there; GFP+ MAC1+ double positive, %; measured here: differentiation confirmed by MAC1 staining
# The depositor's hits bear a star; i = inactive; ? = inconclusive; · = no result given. Unless noted, no stated cut-off is given here; in the data, active means inhibition above about 50%; inactive means the rest. This is a random part of the collection; 3.1% or so of the library scored in one or more.
SMILES,Siah-1 displacement,Myeloid diff 2,Myeloid diff 2 GFP+ MAC1+ %,Salmonella PhoP GFP,human PMI inhibition,WT yeast gro inh,WT yeast gro inh mutant strain,RSV antiviral HEp-2,TNAP activators,human PMI inhibitors,XIAP antagonists
CN(C)c1ccnc2sc3c(=O)n(-c4ccccc4)cnc3c12,3%,i,1.0,0%,7%,1,-9,3.2%,1.1,0%,1.0%
C/C(CC(=O)Nc1ccc(C)c(Cl)c1)=N\NC(=O)c1cccc(O)c1,-1%,i,0.5,3%,·,·,·,0.7%,·,·,·
O=C(O)c1cc(-c2ccc(/C=C3\NC(=O)N(c4ccc(Cl)cc4)C3=O)o2)ccc1Cl,48%,i,0.5,-5%,-46%,3,-2,23µM*,1,-20%,-1.1%
Cc1ccc(SC(C)C(=O)N2CCCC2)cc1 (stereo unspecified),3%,i,4.6,-4%,6%,-6,-3,1.2%,1.3,9%,-1.6%
Cc1nnc(SCC(=O)Nc2sc3c(c2C(=O)c2ccccc2)CCCC3)s1,0%,i,1.5,22%,3%,28,31,7.6%,0.7,6%,-3.4%
COc1ccccc1N1CCN(C2CCCN(Cc3ccccc3OCCO)C2)CC1 (stereo unspecified),11%,i,1.3,10%,·,·,·,0.2%,·,·,·
CN(Cc1c(F)cccc1Cl)C(=O)CNC(=O)c1cccs1,-6%,i,0.3,6%,·,·,·,2.1%,·,·,·
CN1CCN(C(=S)Nc2cccc(S(=O)(=O)N(C)C)c2)CC1,8%,i,0.2,3%,4%,0,-2,-0.2%,1.1,5%,-3.9%
CC[C@H](C)NC(=O)CCCCCn1c(=S)[nH]c2c([nH]c3ccc(OC)cc32)c1=O,-1%,i,0.4,10%,-2%,16,4,1.0%,1.2,-11%,-1.9%
COc1ccsc1C(=O)N1CCN(Cc2ccc3c(c2)OCO3)CC1,2%,i,1.4,17%,-1%,-1,-12,1.9%,1,1%,-3.5%
Cc1ccc2[nH]c3c(N4CCN(Cc5ccccc5)CC4)ncnc3c2c1,-1%,i,0.6,14%,-1%,25,-7,1.4%,1,0%,-3.2%
Cc1c(C)c2ccc(OCC(=O)N3CCC(C(=O)O)CC3)cc2oc1=O,4%,i,1.6,-4%,·,·,·,0.8%,·,·,·
COc1ccc(CNC(=O)COC(=O)c2c(-c3c(F)cccc3Cl)noc2C)cc1OC,-2%,i,4.6,15%,6%,·,·,-0.6%,1,15%,-11%
CCOC(=O)/C=c1\s/c(=C\c2ccccc2OC)c(=O)n1CC(=O)N1CCOCC1,0%,i,0.5,3%,-4%,-11,-15,2.8%,0.9,-3%,-2.0%
CCCN(Cc1cc2cccc(C)c2[nH]c1=O)S(C)(=O)=O,4%,i,5.5,2%,10%,-7,-4,0.6%,1.1,2%,-2.6%
COc1ccc(-c2nnc(-c3cccs3)o2)cc1OC,-2%,i,2.5,-4%,10%,-1,-3,3.2%,1.1,6%,-3.0%
O=C(Nc1cccnc1)c1ccc(NS(=O)(=O)c2cc([N+](=O)[O-])ccc2Cl)cc1,14%,i,0.3,-15%,·,·,·,-0.4%,·,·,·
CCOc1ccccc1C1C(C(=O)OC)=CN(C)C=C1C(=O)OC,-1%,i,0.3,-10%,5%,29,10,-1.3%,1.4,8%,-1.3%
COc1ccc(C(C(=O)NC2CCCCC2)N(C(=O)c2ccco2)c2ccccc2C(C)=O)cc1 (stereo unspecified),-3%,i,0.5,-2%,·,·,·,0.0%,·,·,·
CC(C)Sc1nc2c([nH]c3ccccc32)c(=O)n1C,9%,i,0.4,7%,-5%,-4,-2,0.4%,1.1,-8%,-4.3%
O=C(C1COc2ccccc2O1)N1CCN(c2ccccc2Cl)CC1 (stereo unspecified),1%,·,·,2%,0%,20,37,1.3%,1,0%,-7.1%
O=C(NCS(=O)(=O)c1ccccc1)c1ccccc1,-5%,i,1.4,12%,-15%,6,4,0.7%,1.1,-2%,0.5%
Cc1ccccc1-c1cc2c(nn1)-c1ccccc1C2=O,6%,i,0.4,7%,·,55,64,-1.7%,1.1,·,-5.9%
O=C(c1ccc(Cl)cc1)N1CCOc2ccccc21,2%,i,0.0,-3%,·,·,·,1.6%,·,·,·
COc1ccc(C2CC(=O)CC(=O)C2n2cncn2)cc1 (stereo unspecified),-2%,i,1.2,-8%,-1%,3,-5,0.2%,1.1,4%,-0.3%

# An excerpt of these results, with two lines to a compound.
# Order of values – Siah-1 displacement	Myeloid diff 2	Myeloid diff 2 GFP+ MAC1+ %	Salmonella PhoP GFP	human PMI inhibition	WT yeast gro inh	WT yeast gro inh mutant strain	RSV antiviral HEp-2	TNAP activators	human PMI inhibitors	XIAP antagonists
O=C(Nc1cccnc1)c1ccc(NS(=O)(=O)c2cc([N+](=O)[O-])ccc2Cl)cc1
    14%	i	0.3	-15%	·	·	·	-0.4%	·	·	·
CCOc1ccccc1C1C(C(=O)OC)=CN(C)C=C1C(=O)OC
    -1%	i	0.3	-10%	5%	29	10	-1.3%	1.4	8%	-1.3%
COc1ccc(C(C(=O)NC2CCCCC2)N(C(=O)c2ccco2)c2ccccc2C(C)=O)cc1 (stereo unspecified)
    -3%	i	0.5	-2%	·	·	·	0.0%	·	·	·
CC(C)Sc1nc2c([nH]c3ccccc32)c(=O)n1C
    9%	i	0.4	7%	-5%	-4	-2	0.4%	1.1	-8%	-4.3%
O=C(C1COc2ccccc2O1)N1CCN(c2ccccc2Cl)CC1 (stereo unspecified)
    1%	·	·	2%	0%	20	37	1.3%	1	0%	-7.1%
O=C(NCS(=O)(=O)c1ccccc1)c1ccccc1
    -5%	i	1.4	12%	-15%	6	4	0.7%	1.1	-2%	0.5%
Cc1ccccc1-c1cc2c(nn1)-c1ccccc1C2=O
    6%	i	0.4	7%	·	55	64	-1.7%	1.1	·	-5.9%
O=C(c1ccc(Cl)cc1)N1CCOc2ccccc21
    2%	i	0.0	-3%	·	·	·	1.6%	·	·	·
COc1ccc(C2CC(=O)CC(=O)C2n2cncn2)cc1 (stereo unspecified)
    -2%	i	1.2	-8%	-1%	3	-5	0.2%	1.1	4%	-0.3%

# The results go on:
SMILES,Siah-1 displacement,Myeloid diff 2,Myeloid diff 2 GFP+ MAC1+ %,Salmonella PhoP GFP,human PMI inhibition,WT yeast gro inh,WT yeast gro inh mutant strain,RSV antiviral HEp-2,TNAP activators,human PMI inhibitors,XIAP antagonists
CC(C)S(=O)(=O)c1ccc(C(=O)Nc2ccc(F)cc2F)cn1,2%,i,0.0,-6%,5%,4,-1,0.8%,1.1,-2%,-6.3%
COc1ccc(-c2nc3c(n2O)CCc2c-3no[n+]2[O-])cc1,-4%,i,1.1,-1%,·,·,·,1.9%,·,·,·
CC(C)NC(=O)Cn1cnc2c1c(=O)n(C)c(=O)n2C,-2%,i,1.1,-11%,6%,-3,1,0.7%,1.1,3%,-3.8%
CCOC(=O)C(C(=O)N(C)Cc1ccccc1)C1CCCCC1 (stereo unspecified),-6%,i,0.8,5%,·,·,·,-0.3%,·,·,·
COc1ccc(-n2nc(C(=O)NCC(=O)N3CCCC3)c3ccccc3c2=O)c(OC)c1,-6%,?,·,3%,·,·,·,-0.3%,·,·,·
O=C(CSc1ccc2ccccc2c1)NC1CCCc2ccccc21 (stereo unspecified),-1%,i,1.0,4%,15%,5,-11,62%,1,11%,-15%
O=C(CCN1C(=O)S/C(=C/c2ccc(Cl)cc2)C1=O)N1CCOCC1,10%,i,0.9,1%,6%,7,-5,0.6%,1.1,-4%,-17%
O=c1c2ccccc2nc2c3ccccc3ncn12,5%,i,1.4,·,-2%,11,0,-0.5%,1,8%,-4.5%
CCCn1c(CN2CCN(C(=O)OCC)CC2)nc2cc([N+](=O)[O-])ccc21,-6%,i,1.0,-3%,·,·,·,3.3%,·,·,·
OCCCNc1nc(-c2ccccc2)c2cc(Br)ccc2n1,-3%,i,0.5,-1%,·,·,·,17%,·,·,·
Cc1ccc2nc3ccc(N4CCN(C)CC4)nn3c(=O)c2c1,4%,i,0.6,1%,15%,10,8,0.0%,1.1,12%,0.9%
Cc1ccc(S(=O)(=O)N(C)C)cc1NC(=O)CCCNC(=O)c1ccc(Cl)cc1,2%,i,0.8,5%,·,·,·,1.4%,·,·,·
CCOc1cc(OCC)cc(C(=O)NCCCN2CCOCC2)c1,0%,i,1.0,-1%,2%,-13,-5,0.3%,1.1,4%,-6.1%
Cc1cc(C(=O)NNC(=S)NCc2ccco2)n(C)n1,-1%,i,1.1,-6%,3%,8,-3,1.9%,2.8,6%,0.8%
CCCc1cc(=O)n2[nH]c(-c3cccc(Br)c3)cc2n1,21%,i,0.1,-2%,·,·,·,6.2%,·,·,·
CN1CC2CCCC3(C1)C(=O)NC1(CCCCC1)N=C23 (stereo unspecified),0%,i,0.8,-5%,2%,9,3,0.3%,1.1,5%,-6.1%
O=C(NCc1ccc2c(c1)OCO2)C1CCCN1C(=O)Nc1ccc(F)cc1 (stereo unspecified),-4%,i,1.2,-7%,-6%,9,10,1.2%,1.1,-3%,0.4%
CCCCc1nnc(NC(=O)c2nc3nccc(C)n3n2)s1,-11%,i,0.6,-18%,1%,-16,-26,-1.1%,0.7,-2%,-4.9%
Cc1[nH]c2ccccc2c1/C=N/NC(=O)Cc1cccs1,2%,i,0.9,8%,-3%,3,-9,4.3%,1.1,2%,-15%
Cc1ccc(C)c(NC(=O)CCC(=O)N/N=C/c2cc([N+](=O)[O-])ccc2O)c1,1%,i,0.0,9%,11%,-21,1,-0.2%,0.8,-22%,-4.1%
Cc1ccc(C)c(OCC(=O)Nc2ccc(S(=O)(=O)N3CCN(C)CC3)cc2)c1,12%,i,1.1,6%,-1%,-2,-13,-0.6%,1,-1%,2.9%
CCCc1nc2nc(C)c(NS(=O)(=O)c3ccc(C(C)(C)C)cc3)c(=O)n2[nH]1,0%,i,0.5,-3%,·,·,·,1.4%,·,·,·
Cc1ccc(C(=O)O/N=C(\N)Cc2cccs2)cc1[N+](=O)[O-],11%,i,0.5,5%,·,·,·,1.0%,·,·,·
CC(=O)N(C)c1ccc(NC(=S)Nc2ccc(C(C)C)cc2)cc1,4%,i,0.7,1%,3%,7,5,1.7%,1.2,9%,-1.2%
COc1ccc(NC2CCCN(C(=O)CN3CCOC3=O)C2)cc1 (stereo unspecified),1%,i,2.0,0%,·,·,·,1.4%,·,·,·
O=C(Nc1ccc(CSc2ccccc2)cc1)c1ccccc1,6%,i,0.3,-7%,-10%,6,12,0.5%,1.1,-7%,-5.4%
O=C(O)CCOc1ccc2c(c1)OCCO2,-6%,i,0.6,-1%,-1%,12,12,-0.2%,1.2,-6%,-4.6%
